CD40 NFkB inh: CD40 pathway inhibition in BL2 cells; inhibition, % at 10 µM; BL2 NF-kB luciferase reporter, CD40L-induced, 4 h; AID 1053188; 83,000 tested, 0.94% active;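 active = mean inhibition of at least 50% with a set share of replicates also reaching that level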;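 also: 0% = neutral control wells and 100% = IKK inhibitor VII at 50 µM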
The depositor's hits bear a star; & = joins results of further samples; [ ] = remark or other dose. The list is partial (hit frequency here may not be typical).

CD40 NFkB inh | Structure
10 | O=C(OC(c1ccccc1)c1nccc2ccccc12)c1ccccc1 (stereo unspecified)
8 | c1ccc(CN(Cc2ccccc2)c2c3c(nc4ncnn24)CCC3)cc1
-18 | CCc1ccc(CN(C)C(=O)CCc2nnc(-c3ccc(-c4ccccc4)cc3)o2)nc1
-25 | Cc1ccc(-n2cc(CNCCc3cscn3)c(-c3ccc(F)cc3)n2)cc1
11 | O=C(COc1cccc(C(F)(F)F)c1)Nc1ccc(S(=O)(=O)N2CCCCC2)cc1
6 | CC(NC(=O)Nc1nccs1)(C(F)(F)F)C(F)(F)F
-9[25 µM] | COCC(=O)N1[C@H](C#N)[C@@H](c2ccccc2-c2cccc(F)c2)[C@H]1CO
-24[25 µM] | COc1ccccc1C#Cc1ccc2c(c1)[C@@H]1[C@@H](CCN1C(=O)CN1CCOCC1)[C@@H](CO)N2
11 | CNC(=O)CN(c1cccc(Br)c1)S(C)(=O)=O
2[25 µM] | O=C(C[C@H]1C=C[C@H](NS(=O)(=O)c2ccc(F)cc2)[C@@H](CO)O1)N1CCc2ccccc2C1
9 | O=S(=O)(NCc1ccccn1)c1ccc(F)cc1
2 | O=C1N(c2cccc3ccccc23)C(c2ccccc2)N2CCCN12 (stereo unspecified)

Some of the entries so far, comma-delimited:
structure,CD40 NFkB inh
COCC(=O)N1[C@H](C#N)[C@@H](c2ccccc2-c2cccc(F)c2)[C@H]1CO,-9[25 µM]
COc1ccccc1C#Cc1ccc2c(c1)[C@@H]1[C@@H](CCN1C(=O)CN1CCOCC1)[C@@H](CO)N2,-24[25 µM]

Remaining list, next part.
CD40 NFkB inh | Structure
8[25 µM] | C[C@H](NC(=O)C[C@@H]1C=C[C@@H](NS(=O)(=O)c2cccc(F)c2)[C@H](CO)O1)c1ccccc1
-5 | CCN(CC)S(=O)(=O)c1ccc(OCCNS(C)(=O)=O)cc1
0 | C(=C\c1ccccn1)/c1ccncc1
-23[25 µM] | O=C(c1ccccn1)N1C[C@@H]2[C@H](c3ccccc31)[C@H](CO)N2C(=O)C1CCCCC1
5 | COC(=O)c1ccc(CNC(=O)c2sccc2-c2ccccc2)cc1
-26 | Cc1ccc2nc(COC(=O)c3cccnc3Cl)cc(=O)n2c1
-2 | C[C@@H]1CCCCO[C@@H](CN(C)S(=O)(=O)c2ccc(Cl)cc2)[C@H](C)CN([C@@H](C)CO)C(=O)c2cc(NC(=O)CCCN(C)C)ccc2O1
5[25 µM] | C[C@@H]1CN([C@H](C)CO)C(=O)c2c(c3ccccc3n2C)-c2ccccc2CO[C@@H]1CN(C)Cc1cccc2c1OCCCO2
-1 | Cc1ccc2c(CC(=O)OCC(=O)Nc3ccc(Cl)cn3)coc2c1
3 | C=CCN1C(=O)CSC1=Nc1ccc(O)cc1
9 | N#C[C@H]1[C@@H](c2ccccc2-c2ccc(F)cc2)[C@@H](CO)N1C(=O)NC1CCCC1
2 | Cc1ccc(CN2CCN(Cc3cnc(N4CCOCC4)s3)CC2CCO)o1 (stereo unspecified)
-2 | O=c1c2ccccc2nc(SCc2cn3ccsc3n2)n1-c1ccccc1
5 | CCCCn1nc(C(=O)N(CCOC)c2c(N)n(CCCC)c(=O)[nH]c2=O)c2ccccc2c1=O
8 | CCc1noc(C)c1C(=O)NCCc1ccc(Cl)cc1
-90 | O=[N+]([O-])c1ccc2nc(/C=C/c3ccc(Cl)cc3)[nH]c2c1
18 | CC(C)C(NS(=O)(=O)c1cccc2nsnc12)C(=O)N1CCc2ccccc2C1 (stereo unspecified)
14[25 µM] | CCCC#Cc1ccc([C@H]2[C@@H](CO)N(C(=O)NC(C)C)[C@@H]2CNC(C)=O)cc1
-2 | O=C(NCc1ccco1)/C(=C/C=C/c1ccccc1)NC(=O)c1ccco1
5 | CC1(C(=O)Nc2ccc3c(c2)OCCO3)CCN1C(=O)CC1CCCC1 (stereo unspecified)
4 | COc1ccc(CCNC(=O)C2(C)CCC(=O)N2Cc2ccc3c(c2)OCO3)cc1OC (stereo unspecified)
18[25 µM] | CCCC#Cc1ccc2c(c1)O[C@@H](CN(C)C(=O)CC)[C@@H](C)CN([C@H](C)CO)S2(=O)=O
-2 | Cc1ccc2nc(-c3ccccc3)cc(C(=O)NCC(c3ccco3)N(C)C)c2c1 (stereo unspecified)
-3&4 | COc1cccc(-c2ccc(C3[C@H]4CNC[C@@H]3N4S(=O)(=O)c3cn(C)cn3)cc2)c1 (stereo partly specified)
1 | Cc1ccc(S(=O)(=O)N(C)C[C@@H]2OCCCC[C@@H](C)Oc3ccc(NS(=O)(=O)c4ccc(F)cc4)cc3C(=O)N([C@H](C)CO)C[C@@H]2C)cc1
-14[25 µM] | O=C(C[C@H]1C[C@H]2c3cc(NC(=O)Cc4ccncc4)ccc3O[C@H]2[C@@H](CO)O1)NCc1cc(F)ccc1F
-46 | Cc1cc(C(=O)COC(=O)c2ccc[nH]c2=O)c(C)n1-c1ccccc1F
5 | CC(=O)N(CC(=O)O)c1ccccc1
6 | Cc1ccc(S(=O)(=O)N2CCN(C(=O)COC(=O)c3cc(C)oc3C)CC2)cc1
-3 | CC(=O)Nc1ccc(NC(=O)C(C)OC(=O)CC2CCCCC2)cc1 (stereo unspecified)
1 | CCOC(=O)c1c(NC(=O)CN(C)C)sc(C(=O)N(CC)CC)c1C
5 | CCN(CC(=O)Nc1c(F)cccc1F)C(=O)c1ccc(N2CCCC2=O)cc1
-6[25 µM] | O=C(C[C@@H]1CC[C@@H]2[C@H](COC[C@@H](O)CN2C(=O)c2ccc3c(c2)OCO3)O1)NC1CCC1
-7 | COc1ccc(CC(=O)Nc2cccc(C)n2)cc1OC
26 | CCCNc1nc2c(c(=O)n(C)c(=O)n2C)n1CCC(C)C
12 | O=C(Nc1cccc2ccccc12)N1CCOCC1
62*[25 µM] | C[C@@H]1CN([C@@H](C)CO)C(=O)c2ccccc2-c2ccccc2CO[C@@H]1CN(C)Cc1ccc(Oc2ccccc2)cc1
15[25 µM] | O=C(Nc1cc(F)ccc1F)N1CCCCN2[C@H](CO)[C@H](c3ccc(C4=CCCCC4)cc3)[C@H]2C1
-50 | CCCCCSc1nc(C)c(CC(=O)O)c(=O)[nH]1
-1 | CCNC(=O)C1(C)CCCN(C(=O)/C=C/c2ccccc2)C1 (stereo unspecified)
6 | COC(=O)c1ccc(OC)c(OC)c1Cl
0[25 µM] | COc1ccc(NC(=O)N(C)C[C@H]2OCc3ccccc3-c3ccccc3C(=O)N([C@@H](C)CO)C[C@@H]2C)c(OC)c1
2 | CCn1c2ccccc2c2cc(NC(=O)COC(=O)c3ccc(NC(=O)CC#N)cc3)ccc21
21[25 µM] | COc1ccc2c3c([nH]c2c1)[C@@H](CO)N(C(C)=O)CC31CN(S(=O)(=O)c2cccs2)C1
-3 | O=C(NCc1cccc(Cl)c1)c1cnn2c1NC(c1ccco1)CC2C(F)(F)F (stereo unspecified)
7 | O=C(Nc1ccc(S(=O)(=O)N2CCCCC2)cc1)c1ccc(CN2CCOCC2)cc1
-12 | CN1CCN(C(c2ccc(F)cc2)c2ccc3cccnc3c2O)CC1 (stereo unspecified)
6 | COCCN(Cc1ccccc1)C(=S)Nc1ccc(Cl)cc1
-12 | COc1ccc(-c2cc(C(=O)NCC3CCCCC3)[nH]n2)c(C)c1
1 | O=C(c1cccnc1)N1C[C@H]2[C@@H](c3ccccc31)[C@@H](CO)N2C(=O)C1CCCCC1
-17[25 µM] | CCC(=O)N1CC[C@@H]2[C@H]1c1cc(C#Cc3cccnc3)ccc1N[C@@H]2CO
-2 | O=C(Nc1cc(S(=O)(=O)N2CCOCC2)ccc1OCC(F)(F)F)C1CCCC1
-5[25 µM] | CCC(=O)Nc1ccc2c(c1)C(=O)N(C)C[C@@H](OC)[C@@H](C)CN(Cc1nccs1)[C@@H](C)CO2
-90 | Cn1ncc(Cl)c1C(=O)Nc1nc2ccc(Cl)cc2s1
-1[25 µM] | CO[C@@H](CN(C)Cc1ccc2c(c1)OCO2)[C@@H](C)CN(C(=O)c1ccccc1)[C@@H](C)CO
16 | O=C(c1ccc(S(=O)(=O)N2CCc3ccccc3C2)cc1)N1CCCCC1
39 | O=C(c1ccco1)N1C(=O)c2cccc3c(S(=O)(=O)N4CCCC4)ccc1c23
-28 | O=C(Nc1nc2c(s1)CCc1ccccc1-2)c1cccs1
-55 | CN(C)CCCOC(=O)c1ccc(Cl)cc1Cl
3 | COc1ccccc1C(CNC(=O)COc1cc(C)ccc1Cl)N1CCCC1 (stereo unspecified)

Next compounds follow:
CD40 NFkB inh | Structure
-17[25 µM] | C[C@H]1CN([C@@H](C)CO)C(=O)c2cccc(NC(=O)CCCCCC(=O)Nc3ccccc3N)c2O[C@@H]1CN(C)S(=O)(=O)c1cn(C)cn1
-3[25 µM] | C[C@@H]1CN([C@@H](C)CO)C(=O)Cc2cc(N(C)C)ccc2O[C@@H]1CN(C)C(=O)NC1CCCCC1
6 | COc1ccccc1N1CCN(C(=O)c2cccc(S(=O)(=O)N3c4ccccc4CC3C)c2)CC1 (stereo unspecified)
-17 | O=C(NCCc1c[nH]c2ccccc12)c1c(Cl)nc2sccn12
5 | Cc1sc2ncnc(NCCCN3CCCC3=O)c2c1C
44 | NC(N)=NN=C(c1ccc(F)cc1)c1ccc(C(F)(F)F)cc1
-1[25 µM] | CC(C)NC(=O)N(C)C[C@H]1Oc2ccc(NC(=O)Cc3ccccc3)cc2CC(=O)N([C@H](C)CO)C[C@@H]1C
-5 | Cc1cc(N/C(=N\S(=O)(=O)c2ccc(Cl)cc2)c2ccc(F)cc2)no1
5 | Cc1cc(C(=O)N2CCN(S(C)(=O)=O)CC2)sc1-c1ccccc1
0 | O=C1NC(c2ccccc2)Cc2ccncc21 (stereo unspecified)
4 | COc1ccc(CC(=O)NCc2ccccn2)cc1OC
-2[25 µM] | COC(=O)C[C@@H]1CC[C@H]2[C@@H](COc3ccc(NC(=O)Nc4c(C)noc4C)cc3C(=O)N2C)O1
8&2 | COc1cccc(S(=O)(=O)N2C[C@@H]3N[C@H](C2)C3c2ccc(-c3ccccc3OC)cc2)c1 (stereo partly specified)
-13 | C[C@H]1CN([C@@H](C)CO)C(=O)c2ccccc2-c2ccccc2CO[C@@H]1CN(C)C(=O)Oc1ccccc1
-20 | O=C(COC(=O)c1ccc(F)cc1F)NC(=O)Nc1ccc2c(c1)OCCO2
10 | COc1cc(-c2ccc(NC(=O)c3ccc(C)cc3)c(OC)c2)ccc1NC(=O)c1ccc(C)cc1
15 | COc1c(Br)cc(Br)cc1/C=N/NC(=O)c1ccncc1
-2 | O=C(COc1ccc(F)cc1)Nc1nnc(C2CCCCC2)s1
-2[25 µM] | C[C@H](O)C#Cc1ccc([C@@H]2[C@H]3CN(C(=O)c4ccc5c(c4)OCO5)CCCCN3[C@H]2CO)cc1
7 | COc1ccc(OCC(=O)OCC(=O)N2C(C)CCCC2C)cc1 (stereo unspecified)
0 | Cc1ccc(C2CC(c3cccs3)=NN2C(=O)c2ccco2)o1 (stereo unspecified)
1 | O=C(NCCc1cccs1)C(c1ccccc1)c1ccccc1
11 | Cc1cccc(OCCCC(=O)NNC(=O)CCN2CCN(c3ccccc3)CC2)c1
-8 | COc1ccccc1CN1CC(C(=O)NCc2cc(C)on2)CCC1=O (stereo unspecified)
7 | Cn1nnc(C(O)CNCc2ccc(Cl)cc2)n1 (stereo unspecified)
9 | O=C(c1ccc(NS(=O)(=O)/C=C/c2ccccc2)cc1)N1CCCCC1
8 | CN(Cc1ccccc1)c1ccc2nnc(-c3ccccc3)n2n1
0 | O=C(c1ccco1)N(CCC(c1ccccc1)c1ccco1)Cc1ccco1 (stereo unspecified)
-27 | O=C(Nc1ccc(Cl)cc1)N1CCCC(Cn2cccc2)C1 (stereo unspecified)
-20 | O=C(Nc1ccc2c(c1)OCO2)c1cccc(S(=O)(=O)N2CCCC2)c1
7 | CCCC(=O)Nc1ccc2c(c1)nc(CN1CCCC1)n2C
-40 | O=C(Nc1ccc2c(c1)nc1n2CCOC1)c1ccccc1
13 | O=C1NCC(COCc2ccco2)O1 (stereo unspecified)
12[25 µM] | CN1C(=O)c2cc(NC(=O)Cc3cccs3)ccc2OC[C@H]2O[C@H](CC(=O)N[C@H]3CCN(Cc4ccccc4)C3)CC[C@@H]21
1[25 µM] | O=C(C1CCCCC1)N1[C@@H]2CN(S(=O)(=O)c3ccccc3)c3ccccc3[C@@H]2[C@@H]1CO
1 | O=C(CC1SC(=NC2CCCCC2)NC1=O)Nc1ccccc1 (stereo unspecified)

Fetched one by one from the list above (four):
CD40 NFkB inh | Structure
-27 | O=C(Nc1ccc(Cl)cc1)N1CCCC(Cn2cccc2)C1 (stereo unspecified)
12[25 µM] | CN1C(=O)c2cc(NC(=O)Cc3cccs3)ccc2OC[C@H]2O[C@H](CC(=O)N[C@H]3CCN(Cc4ccccc4)C3)CC[C@@H]21
1[25 µM] | O=C(C1CCCCC1)N1[C@@H]2CN(S(=O)(=O)c3ccccc3)c3ccccc3[C@@H]2[C@@H]1CO
7 | Cn1nnc(C(O)CNCc2ccc(Cl)cc2)n1 (stereo unspecified)

Further entries.
CD40 NFkB inh | Structure
-28 | Cc1occc1C(=O)N1CCCC(Nc2ccc(F)cc2)C1 (stereo unspecified)
6 | Cc1ccccc1OCC(=O)NCCCNC(=O)c1ccco1
-4 | O=C(CCC(=O)Nc1ccc(F)cc1)N/N=C/c1c[nH]c2ccccc12
-1 | CC(C)NC(=O)N(C)C[C@@H]1OCCCC[C@H](C)Oc2ccc(NC(=O)NC3CCCCC3)cc2C(=O)N([C@@H](C)CO)C[C@@H]1C
2 | O=C(NCc1ccco1)C1CCCN(S(=O)(=O)c2cccc3nonc23)C1 (stereo unspecified)

Compounds above that contain two or more sulfur atoms (7):
CD40 NFkB inh | Structure
-5 | CCN(CC)S(=O)(=O)c1ccc(OCCNS(C)(=O)=O)cc1
-2 | O=c1c2ccccc2nc(SCc2cn3ccsc3n2)n1-c1ccccc1
18 | CC(C)C(NS(=O)(=O)c1cccc2nsnc12)C(=O)N1CCc2ccccc2C1 (stereo unspecified)
1 | Cc1ccc(S(=O)(=O)N(C)C[C@@H]2OCCCC[C@@H](C)Oc3ccc(NS(=O)(=O)c4ccc(F)cc4)cc3C(=O)N([C@H](C)CO)C[C@@H]2C)cc1
21[25 µM] | COc1ccc2c3c([nH]c2c1)[C@@H](CO)N(C(C)=O)CC31CN(S(=O)(=O)c2cccs2)C1
-28 | O=C(Nc1nc2c(s1)CCc1ccccc1-2)c1cccs1
5 | Cc1cc(C(=O)N2CCN(S(C)(=O)=O)CC2)sc1-c1ccccc1
